Screens: PubChem BioAssay, several laboratories
Rad51 HR inh = Rad51 (human) homologous recombination inhibition; AID 1385; 0.085% of 200,000 active; hRad51 DNA strand exchange, fluorescence dequenching; inhibition, % at 10 µM;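 active means inhibition above 40% at the single screening dose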;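 further: 0% = DMSO control wells and 100% = blanks with heterologous ssDNA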
Target sequence (Q06609 whole entry, looked up): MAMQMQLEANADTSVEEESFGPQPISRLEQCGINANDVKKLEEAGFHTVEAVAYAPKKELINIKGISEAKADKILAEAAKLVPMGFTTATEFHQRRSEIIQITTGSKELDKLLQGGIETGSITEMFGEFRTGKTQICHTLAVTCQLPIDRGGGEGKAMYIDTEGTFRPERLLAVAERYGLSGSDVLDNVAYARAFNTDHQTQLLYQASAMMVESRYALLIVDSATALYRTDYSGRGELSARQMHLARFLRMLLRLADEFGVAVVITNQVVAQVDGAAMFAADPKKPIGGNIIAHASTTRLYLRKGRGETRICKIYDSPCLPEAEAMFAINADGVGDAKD
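Test system: preformed human Rad51 ssDNA filaments. Compound dosing: single dose, 10 µM final compound. Incubation: filaments 15 min 37 °C, then compound 30 min. Technique: FRET fluorescence dequenching, excitation 485 nm, emission 520 nm. Read-out basis: percent inhibition from fluorescence, normalised to plate control and blank means. Benchmarks: plate controls and plate blanks.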
hK5 inh = blocks human kallikrein 5 protease activity | Q9Y337 | recombinant hK5, fluorogenic AMC substrate cleavage | inhibition, % at 5 µM | 0.59% of 210,000 active;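 active means inhibition of 40% or more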;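 further: 0% = enzyme controls without compound and 100% = no-enzyme blanks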
Target sequence (Q9Y337 67-293 limits assumed): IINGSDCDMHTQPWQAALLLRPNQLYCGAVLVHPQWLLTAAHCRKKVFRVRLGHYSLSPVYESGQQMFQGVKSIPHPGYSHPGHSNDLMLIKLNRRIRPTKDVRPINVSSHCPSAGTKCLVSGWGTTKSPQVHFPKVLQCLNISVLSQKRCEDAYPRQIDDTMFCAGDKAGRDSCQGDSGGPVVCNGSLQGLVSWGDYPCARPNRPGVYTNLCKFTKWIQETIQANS
TNF death inh = TNF-alpha cell death inhibition in Jurkat FADD-/- cells | AID 463075 | 0.068% of 220,000 active | Jurkat FADD-/- TNF necroptosis rescue, ATP luminescence, 24 h; 0 = TNF only, 100 = no-TNF cells | activation (protection from cell death), % at 10 µM;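 active means activation, meaning protection from cell death, of at least 50% relative to plate controls; inactive means activation below 50%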;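 further: necroptosis triggered by 40 ng/mL TNF-alpha added together with compound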
zVAD death inh = blocks zVAD induced death of L929 cells; AID 1377; L929 zVAD necroptosis rescue, ATP luminescence, 24 h; with zVAD 60 µM; viability rescue, % at 10 µM; 0.38% of 220,000 active;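 active means activation, scaled between plate controls, above about 75%, limit read from the data; inactive means activation under that limit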;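 further: 0% = zVAD with DMSO and 100% = DMSO alone without zVAD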
thrombin 1536 = blocks human thrombin protease activity; 0.26% of 220,000 active; P00734; inhibition, % at 5 µM; alpha-thrombin, Boc-VPR-AMC fluorogenic substrate cleavage;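 active means inhibition at or above 40%; inactive means inhibition below 40%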;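 further: 0% = enzyme with no compound and 100% = wells without enzyme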
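System: Human alpha-thrombin protein | Medium: pH 7.5 Tris (50 mM) with NaCl 150 mM, Tween 20 0.05% | Times: Enzyme reaction carried out at room temperature | Detection: AMC fluorescence, 355/460 nm | Evaluation: Percent inhibition scaled between no-compound controls and no-enzyme blanks | Benchmarks: Enzyme without compound as high, wells lacking enzyme as low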
FXIIa inh 1536 = inhibitors of human coagulation factor XIIa. inhibition, % at 5 µM. AID 800. purified FXIIa, Boc-QGR-AMC fluorogenic substrate, 2 h. 0.3% of 220,000 active; in the data active means inhibition above about 40%;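 further: 0% = enzyme with no compound and 100% = blank without enzyme; many of its hits are not listed in these tables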
KCC2 mod = modulates chloride dependent transport by human KCC2. KCC2 cells, thallium flux FluoZin-2 fluorescence. B-score of Tl+ flux slope (higher = more flux/activation; lower = inhibition) at 10 µM. 2.2% of 190,000 active;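 active means thallium flux slope and its plate-corrected score both differing from the plate sample mean at a set confidence after two filtering rounds, in either direction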;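 further: slope of fluorescence scaled to starting intensity during 10 to 20 s after thallium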
Hck-Nef inh = human Hck-Nef kinase inhibition. P08631. inhibition, % at 20 µM. Recombinant Hck-YEEI plus Nef, Z-Lyte FRET kinase assay. 0.68% of 220,000 active;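 active means Hck-Nef kinase inhibition above about 50%, limit read from the data; inactive means inhibition below that limit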;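 further: 0% = DMSO with Hck plus Nef and 100% = Hck alone without Nef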
Target sequence (P08631 whole entry, looked up): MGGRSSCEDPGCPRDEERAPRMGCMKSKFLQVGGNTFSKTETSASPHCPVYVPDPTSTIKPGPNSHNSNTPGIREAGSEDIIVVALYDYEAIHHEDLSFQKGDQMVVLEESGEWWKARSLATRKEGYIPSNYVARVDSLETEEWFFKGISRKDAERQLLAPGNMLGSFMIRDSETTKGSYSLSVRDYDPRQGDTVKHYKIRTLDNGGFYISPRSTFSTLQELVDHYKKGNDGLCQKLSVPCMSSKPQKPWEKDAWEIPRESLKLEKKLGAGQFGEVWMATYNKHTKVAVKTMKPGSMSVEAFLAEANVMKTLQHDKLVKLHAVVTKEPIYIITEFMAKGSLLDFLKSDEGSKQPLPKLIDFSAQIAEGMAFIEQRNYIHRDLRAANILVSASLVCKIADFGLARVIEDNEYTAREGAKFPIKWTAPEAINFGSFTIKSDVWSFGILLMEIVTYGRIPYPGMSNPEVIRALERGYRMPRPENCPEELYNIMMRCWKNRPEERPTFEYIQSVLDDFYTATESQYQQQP
FXIa inh = inhibitors of human coagulation factor XIa; P03951; purified FXIa, Boc-Glu-Ala-Arg-AMC fluorogenic substrate; inhibition, % at 5 µM; 0.14% of 220,000 active; AID 798;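 active means inhibition of at least 40%; inactive means inhibition below 40%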;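 further: fluorescence of freed AMC excited at 355 nm; 0% = enzyme without compound and 100% = no enzyme blank; many of its hits are not listed in these tables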
The depositor's hits bear a star; nt = no result given. An excerpt. The share of hits here may be higher or lower than overall.

SMILES	Rad51 HR inh	hK5 inh	TNF death inh	zVAD death inh	thrombin 1536	FXIIa inh 1536	KCC2 mod	Hck-Nef inh	FXIa inh
O=C(c1ccccc1)N1CCN(C(=O)c2ccccc2)CC1	-3.9	-9.4	0.0	0.6	-1.5	5.6	0.0987	5.2	0.9
CCOC(=O)C1=C(C)NC(=O)NC1c1cc2c(cc1Br)OCO2 (stereo unspecified)	0.8	9.8	-1.6	0.2	-8.8	-3.0	1.52	0.8	-9.8
CC(C)C1Cc2c(C#N)c(N)sc(=S)c2CO1 (stereo unspecified)	-7.6	6.0	-4.0	0.4	-4.4	11.6	0.0979	4.0	2.7
CCOC(=O)CSC1=C(C#N)C(c2ccccc2)C(C(C)=O)=C(C)N1 (stereo unspecified)	-0.5	-14.3	0.0	-0.1	-0.1	14.4	nt	3.0	5.6
CC12CC(c3ccccc3O1)C(C(=O)NCc1ccccc1)C(=O)N2 (stereo unspecified)	-1.2	18.1	-0.4	-0.2	-5.3	5.6	0.773	2.4	-2.6
CC(C)NC(=O)NC(=O)COC(=O)c1ccc(S(=O)(=O)Nc2ccccc2)cc1	-9.5	2.9	0.3	8.1	nt	12.2	-0.0323	21.3	5.4
Cc1cc(C)cc(N=C(NO)c2cccc([N+](=O)[O-])c2)c1	-9.6	10.9	-8.4	0.0	6.4	33.1	-0.272	3.2	11.5
Cc1cc(C)n(-c2nc(-n3nc(C)cc3C)c3c4c(sc3n2)COC(C)(C)C4)n1	nt	-6.9	0.9	0.5	0.4	-1.4	nt	7.7	-0.4
CC(=O)NCC(=O)OCN1C(=O)c2ccccc2C1=O	3.7	6.0	-1.2	1.0	0.5	15.1	0.185	-0.8	7.3
CCCC(=O)OCC(=O)Nc1ccc([N+](=O)[O-])cc1C#N	-2.4	-4.2	3.0	1.0	1.6	5.4	0.525	2.4	0.5
CCn1c(C(C)NC(C)=O)nc2ccccc21 (stereo unspecified)	0.4	56.6*	2.0	2.6	21.5	3.2	0.427	0.2	5.5
CCOc1ccc(Cc2nnc(SCC(=O)c3ccc(OC)cc3)o2)cc1	-4.9	-0.8	-2.0	-0.1	2.9	15.1	0.642	1.2	16.3
Cc1c(Cl)cccc1NC(=S)N1CCCN(Cc2ccccc2F)C1	11.8	-7.5	0.8	-0.1	1.4	3.1	0.964	-3.6	-5.1
COc1ccc(-c2csc(NC(=O)CSc3ncn[nH]3)n2)cc1OC	-1.6	-1.9	-3.0	0.4	-9.2	7.1	0.458	-10.5	4.5
COc1cccc2c1OCC(CN1CCN(CCC(C)C)C(CCO)C1)=C2 (stereo unspecified)	-1.7	6.7	2.7	1.1	-7.4	9.2	-0.00506	20.4	0.6
Cc1ccc(/C=c2\sc3nc(-c4cccs4)nn3c2=O)o1	-3.3	-5.8	-1.7	-0.2	2.8	10.1	6.19	1.7	2.5
Cc1ccc(-c2cn3c(n2)CCCC3)cc1	2.4	-15.6	-0.7	-1.1	2.3	12.8	-0.187	6.3	-3.4
Cc1ccccc1OCC(=O)NNC(=O)CN1C(=O)c2ccccc2C1=O	-6.4	-4.2	1.1	0.8	-4.0	1.9	-0.205	4.2	3.2
C=CCNc1nc(SC)nc2ccsc12	3.3	-32.7	-4.6	-0.4	6.8	6.2	nt	-0.1	3.6
Cc1ccc(-n2c(=O)[nH]c3c(C(N)=O)nc(-c4ccc(C)o4)nc32)cc1	nt	-2.9	0.7	4.6	-3.6	-2.4	1.54	4.7	-8.5
Cc1ccc(NC(=O)Cn2nnc(-c3ccccc3NC(=O)c3cccs3)n2)cc1	5.9	-24.6	-15.4	-1.6	-5.6	2.8	0.647	1.6	2.2
CC(C)CC(=O)NC(=S)Nc1cccc(NC(=O)c2ccccc2)c1	3.1	9.4	3.7	2.3	-10.0	-2.0	-0.239	-1.8	-3.0
COc1cccc(-c2nn(-c3ccccc3)cc2CN(C)C(C)c2ccon2)c1 (stereo unspecified)	-2.8	45.9*	2.0	1.2	26.3	32.7	-0.338	8.8	27.1
CCCc1oc2c(c(=O)c1CC)C(=O)CC(C)(C)C2	-46.0	1.5	-2.6	-0.8	-0.5	-13.3	nt	1.3	-19.6

Ordered by value in thrombin 1536 (ascending): 3 from the list above.
compound	hK5 inh	thrombin 1536	FXIIa inh 1536	KCC2 mod	Hck-Nef inh	FXIa inh
CC(=O)NCC(=O)OCN1C(=O)c2ccccc2C1=O	6.0	0.5	15.1	0.185	-0.8	7.3
Cc1c(Cl)cccc1NC(=S)N1CCCN(Cc2ccccc2F)C1	-7.5	1.4	3.1	0.964	-3.6	-5.1
C=CCNc1nc(SC)nc2ccsc12	-32.7	6.8	6.2	nt	-0.1	3.6

Next part
SMILES	Rad51 HR inh	hK5 inh	TNF death inh	zVAD death inh	thrombin 1536	FXIIa inh 1536	KCC2 mod	Hck-Nef inh	FXIa inh
Cc1c(C(=O)Nc2cc(S(=O)(=O)N3CCOCC3)ccc2N2CCOCC2)oc2ccccc12	6.8	-2.1	0.7	1.1	-6.4	5.9	0.778	22.6	-1.9
Cc1ccc(C(=O)OCC(=O)NCc2cccs2)cc1S(=O)(=O)N1CCOCC1	14.9	-15.4	-0.1	1.2	-3.2	4.5	-1.39	0.1	-6.8
Cc1ccc(N(C(=O)c2ccccn2)C2(C(=O)NC3CCCC3)CCCCC2)cc1	-3.4	0.5	-1.6	-0.5	-3.1	5.2	0.396	6.4	-7.8
COc1ccccc1-n1cnc(N)c1C(C)=O	-0.3	9.6	-9.9	0.0	3.8	21.3	-1.17	1.0	12.7
CC(=O)OC(C(=O)NC1CCCCC1)c1ccc(C)cc1 (stereo unspecified)	2.1	5.0	29.4	-0.1	-1.1	14.9	0.549	0.7	3.6
O=C(c1ccc(-c2ccccc2)cc1)N1CCN(C(=O)c2ccco2)CC1	8.1	4.0	-3.6	0.1	-8.6	0.3	-1.96	1.8	-4.5
O=C(NCc1ccco1)c1ccccc1NS(=O)(=O)c1ccc2c(c1)OCCO2	6.7	-10.6	-1.2	1.0	0.7	-8.9	-0.329	0.0	-6.3
Cc1cccc(OCC(=O)NCCN2CCOCC2)c1	0.9	0.1	0.6	-0.9	3.8	16.4	-0.974	-7.8	4.7
O=C(CCC(=O)N1CCN(S(=O)(=O)c2ccc3ccccc3c2)CC1)Nc1cc(Cl)cc(Cl)c1	-1.1	0.4	0.0	1.6	-2.7	5.0	1.59	17.2	-3.1
O=C(CC(NCCc1ccccc1)C(=O)O)Nc1ccc(O)cc1 (stereo unspecified)	nt	-3.1	1.0	-0.7	1.6	15.5	0.915	1.7	-1.2
Cc1ccc(Cn2ncc3c(N4CCN(CCc5ccccc5)CC4)ncnc32)cc1	6.0	-3.7	-8.0	0.7	3.6	2.0	-0.391	-2.0	-2.5
S=C(c1ccccc1)N1CCCc2ccccc21	-1.1	-15.2	1.1	0.1	-6.7	11.6	0.00703	1.5	-1.9
CSc1nc(SCC(=O)NCC2CCCO2)c2c3c(sc2n1)CN(C)CC3 (stereo unspecified)	-0.7	-0.3	1.5	1.0	1.4	9.2	1.45	25.9	0.8
CC(=O)Nc1cccc(OCC(O)Cn2cnc3ccccc32)c1 (stereo unspecified)	6.0	-9.0	-2.2	0.0	0.0	8.0	nt	0.8	-12.1
CC(=O)N1c2ccccc2C(=O)OC1c1cccnc1 (stereo unspecified)	2.5	-3.0	-1.0	-0.3	1.6	15.2	1.21	1.4	5.1
Clc1nc(Nc2ccccc2)nc(Nc2ccccc2)n1	-17.9	-15.6	1.7	1.0	-6.5	1.0	2.47	-0.1	7.6
Cc1c(C(=O)Oc2ccc(F)cc2)sc2ncn(Cc3cccc(F)c3)c(=O)c12	9.6	-18.6	3.9	-0.3	-9.0	1.1	-1.03	2.1	2.4
Cc1ccc(NC(=O)c2cc(N3C(=O)C4CCCCC4C3=O)ccc2N2CCOCC2)cc1 (stereo unspecified)	-3.2	2.5	2.5	21.1	-5.8	6.4	-0.825	19.0	-2.9
C=CCn1c(-c2cccc(OC)c2)nc2nc3ccccc3nc21	-7.7	1.0	0.6	0.4	0.0	14.2	-2.52	1.8	2.4
CCc1ccc(OCC(=O)NC(NC(=S)Nc2ccccc2OC)C(Cl)(Cl)Cl)cc1 (stereo unspecified)	-7.2	-10.2	1.2	2.8	-8.5	12.1	0.607	2.3	6.1
Cc1cc(C)nc(N2CCC(C(=O)NCc3cccc(C(F)(F)F)c3)CC2)n1	1.8	18.2	-0.8	-0.3	1.2	9.8	0.121	0.3	5.7
O=C(NCC(c1ccco1)N1CCN(c2ccccc2F)CC1)OCc1ccccc1 (stereo unspecified)	7.3	-6.2	-0.8	0.5	12.5	-1.7	-1.69	0.2	-8.9
O=C(COC(=O)c1ccc(-c2nnc(-c3ccccc3)o2)cc1)c1ccccc1	-0.1	-0.3	0.3	77.5*	-5.8	12.6	0.00952	4.8	-0.4
FC(F)(F)c1ccc(Oc2ccc(Cl)cc2Br)nc1	12.3	-8.9	0.2	-1.1	-0.4	0.8	0.138	-8.6	-6.5
NC(=O)c1ccc2c(c1)OCCO2	-8.1	6.6	-3.3	-0.3	0.0	14.1	-3.19*	1.7	4.5
O=C(O)CCc1ccc(-c2ccc(Cl)cc2)n1CCC(=O)O	-308.7	-21.3	-0.3	0.1	-4.9	6.5	-0.997	1.4	-5.8
O=C1CC(c2ccccc2Cl)C2=C(COC2=O)N1 (stereo unspecified)	-1.6	-11.1	-1.7	1.9	-5.5	15.0	0.0923	-1.5	2.8
O=C1/C(=C\c2ccc([N+](=O)[O-])cc2)CCc2ccccc21	nt	-8.4	-4.5	-0.5	-2.2	6.7	2.05	0.7	5.8
O=C(O)CNC(=S)N(Cc1ccccc1)Cc1cccs1	-0.4	-4.6	0.2	0.6	-13.0	1.6	-0.561	-2.9	-4.8
O=C(N=C1SCC(=O)N1c1ccccc1Cl)c1ccccc1	0.1	-3.7	0.6	3.8	0.2	7.2	-2.02	20.6	8.9
COc1ccc(-n2c(=S)[nH]c3cc(C(=O)Nc4ccc(OC)c(OC)c4)ccc3c2=O)cc1	nt	-39.0	1.2	0.0	1.7	10.1	0.414	1.0	8.3
CCCCCCCCN=C1NC(=O)CS1	-0.5	0.0	-2.0	0.5	1.9	10.8	0.538	-0.1	1.7

Reformatted: entries from further up
Screens in order: Rad51 HR inh	hK5 inh	TNF death inh	zVAD death inh	thrombin 1536	FXIIa inh 1536	KCC2 mod	Hck-Nef inh	FXIa inh
NC(=O)c1ccc2c(c1)OCCO2
→ -8.1	6.6	-3.3	-0.3	0.0	14.1	-3.19*	1.7	4.5
O=C(O)CCc1ccc(-c2ccc(Cl)cc2)n1CCC(=O)O
→ -308.7	-21.3	-0.3	0.1	-4.9	6.5	-0.997	1.4	-5.8
O=C1CC(c2ccccc2Cl)C2=C(COC2=O)N1 (stereo unspecified)
→ -1.6	-11.1	-1.7	1.9	-5.5	15.0	0.0923	-1.5	2.8
O=C1/C(=C\c2ccc([N+](=O)[O-])cc2)CCc2ccccc21
→ nt	-8.4	-4.5	-0.5	-2.2	6.7	2.05	0.7	5.8
O=C(O)CNC(=S)N(Cc1ccccc1)Cc1cccs1
→ -0.4	-4.6	0.2	0.6	-13.0	1.6	-0.561	-2.9	-4.8
